Assay outcomes: PubChem, National Center for Advancing Translational Sciences (NCATS)
Pol eta inh: blocks human DNA polymerase eta activity | recombinant Pol eta, fluorescent DNA replication assay | Potency, µM (top dose mostly 114 µM), for the others: at the top dose activity change, negative = inhibition, most hits filed as inhibitors | 1.2% of 390,000 active; also: potency is read from the fitted curve at half-maximal effect; % is scaled to controls: 0 for no effect and ±100 for the full control effect
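Pol eta at 10 nM preincubated with compounds 15 min at room temperature; reaction started with fluorescent substrate (50 nM final) and read kinetically at 0 and 10 min.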
APE1 inh: inhibitors of human APE1 endonuclease. 0.35% of 350,000 active. P27695. Potency, µM (series often up to 65.8 µM), for the others: at the highest dose activity change, negative = inhibition, actives largely listed as inhibitors. AID 2517. recombinant APE1, TAMRA/BHQ-2 abasic DNA cleavage fluorescence;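 also: potency is read from the fitted curve at half-maximal effect; plate controls were vehicle for no effect and reference inhibitor for full effect; nearly all actives have a fitted effect of over 55% in size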
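0.75 nM APE1 + cpd, 15 min RT; start w/ 50 nM TAMRA/BHQ-2 THF-abasic dsDNA; kinetic fluor 525/598 nm ×3 reads @60 s; Δ(read3−read1); normalized to DMSO and NSC13755 control wells.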
Pol beta inh: inhibitors of human DNA polymerase beta | P06746 | Pol beta primer extension/strand displacement, fluorescence kinetic | Potency, µM (top dose mostly 114 µM), for the others: at the top dose activity change, negative = inhibition, most hits filed as inhibitors | 1.3% of 340,000 active; also: potency is read from the fitted curve at half-maximal effect; % is scaled to controls: 0 for no effect and ±100 for the full control effect
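Homogeneous kinetic assay of primer extension and strand displacement by 10 nM Pol beta, preincubated 15 min at room temperature with compound before 50 nM substrate (final) was added. Read at 0 and 10 min; four-parameter Hill fit.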
RXFP1 antag: blocks the human relaxin receptor RXFP1; Q9HBX9; HEK293-RXFP1, relaxin-stimulated cAMP HTRF, 30 min; active compounds read low; activity change, negative = inhibition, % at 57.5 µM; 0.59% of 350,000 active;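 active = activity change of -60% or lower, but not beyond a set lower limit; inconclusive = change between -60% and -40%, or beyond the set limit; inactive = change above -40%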; also: % is scaled to controls: 0 for no effect and ±100 for the full control effect
Anesthetic bind: binds horse apoferritin like a general anesthetic; apoferritin/1-aminoanthracene competitive binding, fluorescence; 0.074% of 350,000 active; Potency, µM (top dose mostly 77.5 µM), without a hit: at the highest dose activity change, negative = displacement, actives largely listed as inhibitors; AID 485281; P02791; also: potency is read from the fitted curve at half-maximal effect; % is scaled to controls: 0 for no effect and ±100 for the full control effect; nearly all actives have a fitted effect of over 20% in size
Target sequence (P02791 2-175 limits assumed): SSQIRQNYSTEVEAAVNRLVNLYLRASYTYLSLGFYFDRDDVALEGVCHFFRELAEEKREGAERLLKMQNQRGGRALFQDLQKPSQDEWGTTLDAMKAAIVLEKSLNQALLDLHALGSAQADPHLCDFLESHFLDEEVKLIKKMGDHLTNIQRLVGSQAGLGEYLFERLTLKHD
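Probe: 1-aminoanthracene (50% saturated, PBS). Protein: horse-spleen apoferritin, 10 uM. Incubation: 10 min, room temperature. Detection: 380 nm excitation, 535 nm emission. Analysis: normalized response, four-parameter Hill.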
BLM inh: inhibitors of human Bloom syndrome helicase BLM; P54132; Potency, µM (titrated, usually from 56.1 µM), for inactives: at the highest dose activity change, negative = inhibition, hits mostly inhibitors; AID 2528; recombinant BLM DNA unwinding, fluorescence dequenching; 0.2% of 350,000 active;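 also: potency is read from the fitted curve at half-maximal effect; plate controls were vehicle for no effect and no enzyme for full effect; nearly all actives have a fitted effect of over 35% in size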
Pol kappa inh: blocks human DNA polymerase kappa activity; purified Pol kappa, fluorescent DNA synthesis assay, 10 min; Potency, µM (series often up to 107 µM), for inactives: top-dose activity, negative = inhibition, most hits filed as inhibitors; 0.53% of 400,000 active; AID 588579; also: potency is read from the fitted curve at half-maximal effect; % is scaled to controls: 0 for no effect and ±100 for the full control effect
Target sequence (Q9UBT6 whole entry, looked up): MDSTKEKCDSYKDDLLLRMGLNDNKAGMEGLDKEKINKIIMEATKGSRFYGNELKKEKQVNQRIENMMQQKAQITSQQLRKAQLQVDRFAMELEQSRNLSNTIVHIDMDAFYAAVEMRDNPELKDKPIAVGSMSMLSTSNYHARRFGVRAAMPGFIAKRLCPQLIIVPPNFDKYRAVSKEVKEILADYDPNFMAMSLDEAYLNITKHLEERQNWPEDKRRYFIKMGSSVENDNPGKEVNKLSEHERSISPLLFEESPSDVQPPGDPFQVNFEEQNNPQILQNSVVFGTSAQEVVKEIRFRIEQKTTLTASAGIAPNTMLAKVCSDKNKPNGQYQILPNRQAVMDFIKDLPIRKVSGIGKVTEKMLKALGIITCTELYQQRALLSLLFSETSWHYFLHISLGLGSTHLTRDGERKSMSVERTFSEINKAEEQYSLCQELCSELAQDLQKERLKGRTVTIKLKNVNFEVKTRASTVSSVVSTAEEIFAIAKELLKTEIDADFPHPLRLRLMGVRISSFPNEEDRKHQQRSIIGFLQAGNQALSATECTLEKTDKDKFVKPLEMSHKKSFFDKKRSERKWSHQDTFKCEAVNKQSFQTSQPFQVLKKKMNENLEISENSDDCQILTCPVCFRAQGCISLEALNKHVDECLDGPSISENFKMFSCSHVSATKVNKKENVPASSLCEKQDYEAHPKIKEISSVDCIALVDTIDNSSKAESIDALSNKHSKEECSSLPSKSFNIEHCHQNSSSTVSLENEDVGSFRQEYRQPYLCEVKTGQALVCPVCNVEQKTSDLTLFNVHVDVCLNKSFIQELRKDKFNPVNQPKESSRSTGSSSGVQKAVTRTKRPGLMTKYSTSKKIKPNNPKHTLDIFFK
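50 nM final substrate added after 15 min RT preincubation of 10 nM Pol kappa with compound; fluorescence read at 0 and 10 min.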
Pol iota inh: inhibitors of human DNA polymerase iota | Pol iota fluorescent replication assay, 10 min | AID 588590 | Q9UNA4 | 1% of 390,000 active | Potency, µM (doses to about 115 µM), for inactives: at the top dose activity, negative = inhibition, hits mostly inhibitors; also: potency is read from the fitted curve at half-maximal effect
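Fluorescent replication assay read twice, at 0 min and 10 min after adding 50 nM (final) substrate. Enzyme (10 nM) and compounds were first incubated 15 min at room temperature; enzyme-free buffer wells were negative controls.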
PGK inhibitor: T. brucei PGK inhibition; AID 602233; P07378; Potency, µM (highest dose often 57.5 µM), without a hit: at the top dose activity change, negative = inhibition, actives largely listed as inhibitors; PGK/GAPDH coupled, Kinase-Glo luminescence, 60 min; 0.043% of 380,000 active; also: potency is read from the fitted curve at half-maximal effect; % is scaled to controls: 0 for no effect and ±100 for the full control effect; nearly all actives have a fitted effect of over 60% in size
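Luminescent ATP detection (Kinase-Glo Plus) follows a 60-minute room-temperature incubation, with wells lacking PGK as controls. Buffer: 100 mM TEA (pH 7.6), 5 mM MgCl2, 0.01% Tween-20. Coupling enzyme GAPDH (100 nM final) supplies unstable 1,3-BPG in-well.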
The depositor's hits bear a star; i = inactive; ? = inconclusive; · = not tested or not shown; & = joins results of further samples; [ ] = dose if it differs, or a comment. Unless noted, calls follow the shape of the dose curve; as a rule, active = well fitted curve in the direction sought with a large enough effect; inconclusive = small, poorly fitted or top-dose-only effect, or another doubt; inactive = no such curve, though single readings can be large; an effect the other way counts as inactive or inconclusive. The list is partial (hit frequency here may not be typical).

item	canonical_smiles	Pol iota inh	PGK inhibitor	BLM inh	Anesthetic bind	Pol eta inh
1	O=C(NCc1ccccc1Cl)c1ccc2c(c1)N(Cc1ccccc1)C(=O)CS2	16%	7%	-4%	-4%	-17%
2	CC(=O)Nc1sc(C)c(C)c1C(=O)OCC(=O)NCc1ccc(F)cc1	-7%	i	·	·	-4%
3	COc1cccc(CN2CCC(n3nccc3NC(=O)CCOc3ccccc3)CC2)c1O	0%	-4%	·	·	-9%
4	O=C(CCN1C(=O)/C(=C\c2ccccc2)SC1=S)N1CCOCC1	45%[activator]	-1%	-7%	-2%	-7%
5	Cc1ccc(C(=O)N2CC3(C)CN(C(=O)c4ccc(C)cc4)CC(C)(C2)C3=O)cc1	1%	0%	-8%	-5%	-9%
6	Cc1cccc(NC(=O)c2sc(Cl)nc2-c2ccccc2)c1	1%	-1%	-1%	-20%	0%
7	CCOc1ccc(OCC)c(NC(=O)CSc2nnc(-c3cccnc3)o2)c1	6%	-4%	0%	-7%	-10%
8	Cc1ccc(-c2nnn(CC(=O)N(Cc3cccs3)C(C(=O)NC3CCCC3)c3ccncc3)n2)cc1 (stereo not given)	68%[activator]	·	?	-23%	1%
9	Fc1ccc(NC(=S)N/N=C/c2ccc(F)c(F)c2)cc1	82%[activator]	1%	1%	-10%	-27%
10	CC(NC(=O)COC(=O)COc1ccc(C(=O)c2ccccc2)cc1)c1ccccc1 (stereo not given)	-11%	-12%	·	·	-15%
11	COc1cccc(C2CC(c3cccs3)=NN2C(=O)CSC2=NCCS2)c1OC (stereo not given)	3%	-9%	-5%	-23%	-16%
12	COc1ccc(C(=O)C2CCN(CC(=O)Nc3ccc(C)cc3)CC2)cc1	?	-7%	-5%	-3%	-10%

item	APE1 inh	Pol kappa inh	Pol beta inh	RXFP1 antag
1	·	-4%[60.1 µM]	2%	-26
2	-6%	-9%	·	-3
3	·	-12%	·	-22
4	0%	-20%	-14%	-5
5	3%	-10%	12%	5
6	-9%	-12%	3%	-14
7	-1%	0%	30%	2
8	5%	-16%	1%	15
9	11%	-9%	3%	-13
10	40%	12%	·	0
11	7%	-3%	-17%	-11
12	74%[activator][12.4 µM]	-5%	?	-10

(further entries)
item	canonical_smiles	Pol iota inh	PGK inhibitor	BLM inh	Anesthetic bind	Pol eta inh
13	Cc1cc(C(=O)CN2C(=O)NC(CCS(C)(=O)=O)C2=O)c(C)n1C1CC1 (stereo not given)	-26%	i	·	·	-5%
14	O=C(Nc1ccc(OC(F)F)cc1)c1ccccn1	165%[activator]	-5%	3%	-12%	-13%
15	CC(Oc1ccccc1Cl)C(=O)N1CCN(CCc2ccccn2)CC1 (stereo not given)	9%	-1%	2%	15%	-14%
16	O=C(c1ccccc1NS(=O)(=O)c1ccc(F)cc1)N1CCc2ccccc21	-1%	-7%	-3%	3%	-7%
17	CCc1ccc(OCC(=O)OCC(=O)c2ccc3c(c2)NC(=O)CO3)cc1	-3%	·	-4%	?	-8%
18	O=C(NCC1CCCO1)c1cc([N+](=O)[O-])ccc1N1CCC(Cc2ccccc2)CC1 (stereo not given)	-8%	-6%	·	·	?
19	Cc1ccc(NC(=O)Cn2c(=O)c3cccn3c3ccccc32)c(Cl)c1	?	5%	-9%	-4%	?
20	Cc1cc(/C=C(/C#N)c2cccc(Cl)c2)c(C)n1C	20%	7%	-7%	-14%	-7%
21	Cc1ccc(CN(C(=O)Cc2cccs2)C(C(=O)NC2CCCC2)c2ccncc2)cc1 (stereo not given)	16%	-2%	2%	-17%	7%
22	O=NC1=C(c2c(O)[nH]c3ccccc23)CCCC1	1%	4%	-1%	8%	-8%
23	CN(c1ccccc1)S(=O)(=O)c1ccc(NC(=O)c2ccco2)cc1	39%[activator]	-4%	-8%	-14%	-24%
24	C=CCOc1c(Cl)cc(CNCCCN2CCOCC2)cc1OC	6%	-6%	2%	-4%	-8%

item	APE1 inh	Pol kappa inh	Pol beta inh	RXFP1 antag
13	24%	6%	·	-2
14	-4%	-18%	14%	9
15	·	7%	8%	0
16	-6%	-11%	29%	12
17	6%	-8%	14%	3
18	7%	-11%	·	5
19	26%	-6%	?	27
20	-2%	-6%	10%	-14
21	20%	10%[60.1 µM]	2%	-1
22	-1%	-7%[60.1 µM]	0%	-7
23	1%	0%	19%	2
24	22%	5%	16%	-19

Additional structures follow:
item	canonical_smiles	Pol iota inh	PGK inhibitor	BLM inh	Anesthetic bind	Pol eta inh
25	O=C(Nc1ccccc1C(=O)O)c1ncn[nH]1	29%	-5%	-3%	-9%	-2%
26	O=C(CNC(=O)c1ccccc1F)NC1CCN(Cc2ccccc2)CC1	14%	-7%	1%	5%	10%
27	COc1ccc(-c2noc(-c3ccccc3-c3ccccc3)n2)cc1	16%	i	-6%	-10%	-16%
28	CCOc1ccc(/C=N/OCC(=O)Nc2ccc3c(c2)OCO3)cc1	38%	-7%	-4%	?	-24%
29	CCOc1ccc(OCCSc2nc3ccccc3o2)cc1	-2%	1%	-11%	-10%	-16%
30	O=C(CCCn1cncn1)N1CCCC(N2CCN(c3ccccc3F)CC2)C1 (stereo not given)	36%[activator]	-6%	0%	-5%	-6%
31	COc1ccc(Oc2cc(C(F)(F)F)cnc2C(N)=O)cc1	12%	3%	1%	-11%	-1%
32	CC1(O)C(=O)c2ccccc2N(c2ccccc2)C1=O (stereo not given)	13%	-9%	5%	1%	-5%
33	Cc1sc2ncnc(N3CCC(C(=O)Nc4nc5ccc(Cl)cc5s4)CC3)c2c1C	20%	-5%	·	·	-22%
34	COC(=O)C1=C(O)CSC1=Nc1cccc(C(F)(F)F)c1	-1%	-8%	-4%	0%	-9%
35	CCOc1ccc(-c2cc(C(=O)NCCCn3ccnc3)c3ccccc3n2)cc1	45%[activator]	1%	-13%	-14%	-11%
36	Cc1cccc(C(=O)Nc2cc(-c3ccccc3F)nn2-c2ccccc2)c1	-8%	-1%	-2%	-6%	-7%

item	APE1 inh	Pol kappa inh	Pol beta inh	RXFP1 antag
25	3%	3%	18%	·
26	69%[activator]	1%	0%	-10
27	8%	0%	5%	-13
28	0%	-2%	2%	-1
29	20%	-19%	-2%	-8
30	18%	12%	25%	19
31	0%	-12%	9%	-1
32	0%	9%	3%	5
33	47%[activator]	-19%	·	-2
34	2%	-3%	-28%	3
35	-7%	5%	21%	-1
36	·	-13%[60.1 µM]	-1%	·

Compound profiles (already shown). Order of screens: Pol iota inh	PGK inhibitor	BLM inh	Anesthetic bind	Pol eta inh	APE1 inh	Pol kappa inh	Pol beta inh	RXFP1 antag
`COc1cccc(CN2CCC(n3nccc3NC(=O)CCOc3ccccc3)CC2)c1O` as listed: 0%	-4%	·	·	-9%	·	-12%	·	-22
`CCc1ccc(OCC(=O)OCC(=O)c2ccc3c(c2)NC(=O)CO3)cc1` as listed: -3%	·	-4%	?	-8%	6%	-8%	14%	3
`O=C(Nc1ccccc1C(=O)O)c1ncn[nH]1` as listed: 29%	-5%	-3%	-9%	-2%	3%	3%	18%	·

Results in PGK inhibitor and RXFP1 antag (two entries from above):
cpd | SMILES | PGK inhibitor | RXFP1 antag
31 | COc1ccc(Oc2cc(C(F)(F)F)cnc2C(N)=O)cc1 | 3% | -1
32 | CC1(O)C(=O)c2ccccc2N(c2ccccc2)C1=O (stereo not given) | -9% | 5

Remaining list, next part.
item	canonical_smiles	Pol iota inh	PGK inhibitor	BLM inh	Anesthetic bind	Pol eta inh
37	CCc1cccc(C)c1NC(=S)N(Cc1cccnc1)Cc1ccco1	21%	5%	2%	2%	-9%
38	Cc1ccc(C2CC(=O)C=C(O)C2)cc1 (stereo not given)	8%	-1%	-7%	-4%	-15%
39	O=Cc1c(Cl)[nH]c(=O)n1-c1ccccc1	94%[activator]	-1%	-1%	-3%	-18%
40	O=C(C1CCN(S(=O)(=O)c2cnc[nH]2)CC1)N1CCN(c2ccc([N+](=O)[O-])cc2)CC1	35%[activator]	-8%	-2%	-18%	-16%
41	O=C(NCCCN1CCOCC1)C(=O)NCc1ccc(Cl)cc1	167%[activator]	1%	0%	-19%	-13%
42	CC12CCC(=O)C=C1C(F)CC1C2C(O)CC2(C)C1CCC2(O)C(=O)CO (stereo not given)	24%	10%	·	·	-4%
43	Cc1ccc(CNC(=O)CCS(=O)(=O)c2ccc3c(c2)CC(C)N3C(=O)C2CC2)cc1 (stereo not given)	35%&21%[activator]	-6%&-1%	-1%&-1%	-2%&-8%	2%&-11%
44	CCOC(=O)C1CCN(S(=O)(=O)c2cc(-c3cc(C)no3)ccc2C)CC1	22%	-2%	-4%	-9%	-7%
45	CCn1c(CNC(=O)c2cc(OC)c(OC)c(OC)c2)cc2cc(C)ccc21	99%[activator]	-8%	-8%	3%	-16%
46	N/C(=N\OC(=O)COc1ccc(Cl)cc1Cl)c1cccnc1	14%	i	1%	-9%	-5%
47	O=C(c1ccc(Cl)cc1)c1ccc(OCC(O)CN2CCCCC2)cc1 (stereo not given)	27%	5%	-11%	?	-14%
48	CCOc1c(Br)cc(C(N)=O)cc1OC	?	6%	-4%	-8%	2%
49	COc1ccc(C(=O)C2CCCN(C(=O)CSC)C2)cc1OC (stereo not given)	?	-7%	1%	-5%	0%
50	OCCNC(=S)Nc1ccc2nsnc2c1	20µM*	-5%	?	2%	-17%

item	APE1 inh	Pol kappa inh	Pol beta inh	RXFP1 antag
37	-3%	-21%	0%	7
38	5%	-2%	-4%	-5
39	0%	-1%	12%	-17
40	14%	-3%	22%	-1
41	-4%	-19%	-28%	3
42	·	-18%	·	7
43	45%	9%&8%	25%&29%	8&9
44	·	-1%	0%	-12
45	37%[activator]	-5%	-25%	-21
46	-4%	-6%	7%	3
47	-2%	-5%	-2%	-13
48	2%	-7%	29%	2
49	14%	-9%	13%	-2
50	-7%	-6%	1%	-21
